human PMI inhibition = inhibitors of human PMI, primary screen, biochemical, fluorescence intensity, coupled assay (AID 1209); purified PMI enzyme, coupled fluorescence intensity; higher % means a stronger effect; one-dose inhibition, % at 20 µM; IC50 in µM for titrated hits; actives 0.42% (n = 190,000); in the data active = inhibition above about 50%;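 note: plate controls were DMSO vehicle for no effect and wells lacking substrate for full effect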
Ins promoter up = MIN6 insulin promoter up-regulation; AID 1625; actives 0.3% (n = 190,000); z-score at 5 µM; MIN6 insulin promoter-GFP reporter, high-content imaging; stronger effect = higher value;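 active = z-score above 3 at 5 µM with at least 500 cells counted in the well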
Hep lipid drop = hepatic lipid droplet formation modulation. AML12 mouse hepatocytes, oleate lipid droplets, BODIPY imaging. AID 1656. inhibition, % at 6.5 µM. actives 0.4% (n = 240,000);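 active = lipid droplet intensity inhibited by at least 50%, with more than 500 cells counted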
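Material: mouse AML12 hepatocyte cell line, fixed after treatment; Timing: compound with oleate, overnight; Technique: high-content imaging of BODIPY-stained droplets and DAPI nuclei; Probe or stimulus: oleate, 100 µM final; Dosing: compound at 6.5 µM only.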
MT stabilize HCS = microtubule stabilization, imaging screen; HeLa tubulin immunostaining HCS, 24 h; share of cells brighter than vehicle mean+2SD; % tubulin-high responders, % at 10 µM; actives 0.83% (n = 200,000);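 active = plate Z-score above 3 for both tubulin-high and condensed-nucleus cell shares, with cell loss under 80%, at 10 µM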;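 note: anti alpha tubulin signal scored within the nucleus-defined area of each cell; some results filed as inactive read as strong as hits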
Dynein cargo inh = dynein cargo transport inhibition; 3617.4 mouse cells, GR-EGFP nuclear translocation imaging; test concentration mostly 20 µM; stimulated with dexamethasone, 1 µM; stronger effect = lower value; z-score, hits read low; actives 0.47% (n = 220,000); AID 1381;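 active = plate z-score of nuclear minus cytoplasmic receptor signal below a set negative limit, without overly bright fluorescence or cell loss, cut at about -3.5 in these data, passing the limit was not always enough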;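 note: z-score of nuclear minus cytoplasmic ring GR-EGFP intensity difference per well; some compounds called inactive have numbers as strong as hits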
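medium = tetracycline-free induction medium containing charcoal-stripped FBS | probe or stimulus = dexamethasone, 1.0 µM final | timing = 48 h induction, then 1 h compound, then 30 min agonist, 37 °C | detection = automated 10x imaging of fixed Hoechst-stained cells | read-out basis = nuclear versus cytoplasmic GR-EGFP signal, averaged per well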
b-catenin transl = modulators of beta-catenin nuclear translocation; actives 0.3% (n = 190,000); nuclear translocation activity, % at 5 µM; AID 1665; HeLa beta-catenin nuclear translocation, immunofluorescence imaging;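 active = nuclear translocation activity above 50% at 5 µM, with a well cell count of 50 or more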;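 note: per-cell ratio of nuclear to cytoplasmic median beta-catenin stain intensity; plate controls were DMSO negative control for no effect and GSK-3 inhibitor IX positive control for full effect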
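assay system = human HeLa cells, endogenous beta-catenin | times = compound treatment 24 h, 37°C, 5% CO2 | detection = Anti-beta-catenin immunofluorescence on PFA-fixed, Triton-permeabilized cells, DAPI nuclei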
T cell HTS = T cell immune modulators affecting CD8 T cell-vesicle binding; 2C CD8+ T cell-vesicle binding, flow cytometry; stronger effect = lower value; calls only at 7 µM; actives 0.068% (n = 330,000);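 active = response, share of CD8 T cells binding vesicles, and their 90th percentile fluorescence all below set limits, cut at about 80% in these data, passing the limit was not always enough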
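Material: 2C TCR transgenic mouse naive CD8+ T cells, MACS-purified. Also added: QL9-charged Drosophila Ld/ICAM-1/B7-1 vesicles. Timing: binding 1.5 h at 37 °C. Measured by: high-throughput flow cytometry with anti-B7-1 and anti-CD8 staining. Read-out: percent CD8+ FL2 mean versus row control. Controls: Unloaded micro-vesicles (low), QL9 vesicles with 0.7% DMSO (high).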
TNAP activators = human TNAP enzyme activators, primary screen, biochemical, luminescent, no phosphate acceptor, uHTS (AID 1001) | purified TNAP, luminescent activation assay, no phosphate acceptor; higher activation fold means a stronger effect | activation fold at 20 µM, or EC50 in µM where a hit was titrated | actives 0.03% (n = 200,000); in the data active = activation fold from about 3, or a potency from the dose series; inactive = the rest, 99 in 100 with activation fold below about 1.6; note: many of its hits are not listed in these tables
Myeloid diff MLP = compounds promoting myeloid differentiation; calls only at 10 µM; actives 1% (n = 360,000); ER-HoxA9 myeloid progenitors, lysozyme-GFP differentiation, flow cytometry; AID 624256;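 active = normalized GFP-positive differentiation at or above the plate's own cutoff, the solvent-only control mean plus 3 SD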;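 note: cells exposed to compound for four days before flow analysis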
Dynein cargo inh cytoplasmic EGFP = further read-out of Dynein cargo inh, marked with its call; z-score; measured here: cytoplasmic GR-EGFP intensity; stronger effect = higher value
Dynein cargo inh nuclear GR-EGFP = second read-out of Dynein cargo inh, no call of its own (marks repeat the call); z-score; measured here: nuclear GR-EGFP intensity;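 lower value marks the stronger effect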
Dynein cargo inh cell count = further read-out of Dynein cargo inh, marked with its call; z-score; measured here: cell count per field
Ins promoter up cell count = further read-out of Ins promoter up, marked with its call; cell count; measured here: cytotoxicity, nuclei count;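 total cells summed across four imaged fields per well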
Hep lipid drop cells 6.5 µM = further read-out of Hep lipid drop, marked with its call; cell count; measured here: cell count, cytotoxicity flag;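 cells counted across two imaged fields per well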
b-catenin transl cell count 5 µM = recorded beside b-catenin transl, whose call it bears; cell count; measured here: cell count, cytotoxicity flag
T cell HTS vesicle-bound % = recorded beside T cell HTS, whose call it bears; double positive events, %; measured here: CD8+ vesicle-bound cell fraction;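 binding gate set so that unloaded-vesicle control wells show 10% double positive cells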
MT stabilize HCS Hoechst-high % = also measured in MT stabilize HCS; calls as there; % Hoechst-high responders; measured here: nuclear condensation Hoechst responders;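 share of cells brighter than vehicle mean plus two SD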
MT stabilize HCS cytotoxicity % = also measured in MT stabilize HCS; calls as there; toxicity, %; measured here: cytotoxicity by cell density;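 0% = mean cell density of plate MIN control wells and 100% = no cells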
Myeloid diff MLP GFP+ MAC1+ % = recorded beside Myeloid diff MLP, whose call it bears; GFP+ MAC1+ double positive, %; measured here: differentiation confirmed by MAC1 staining
The depositor's hits bear a star; i = inactive; · = not tested or not shown.

SMILES | human PMI inhibition | Ins promoter up | Ins promoter up cell count | Hep lipid drop | Hep lipid drop cells 6.5 µM | MT stabilize HCS | MT stabilize HCS Hoechst-high % | MT stabilize HCS cytotoxicity % | Dynein cargo inh | Dynein cargo inh cytoplasmic EGFP | Dynein cargo inh nuclear GR-EGFP | Dynein cargo inh cell count | b-catenin transl | b-catenin transl cell count 5 µM | T cell HTS | T cell HTS vesicle-bound % | TNAP activators | Myeloid diff MLP | Myeloid diff MLP GFP+ MAC1+ %
Cc1ccc(-c2nn(C)c(=O)c3ccccc23)cc1CNC(=O)c1ccco1 | -4% | -1 | 1528 | · | · | 3.7 | 1.7 | 3.4 | 1.2 | -0.14 | 0.32 | 0.065 | -0.9 | 1355 | i | 56 | 1.1 | i | 1.3
COc1ccc2nc(NC(=O)CSc3nnc(N)s3)sc2c1 | 2% | 0.01 | 1320 | 3 | 710 | 14 | 1.4 | 14 | 0.4 | -0.094 | 0.4 | -0.98 | 1.0 | 1144 | i | 44 | 1.1 | i | 0.4
CCC(=O)O[C@@H]1CC(=O)O[C@H](C)CC=CC=C[C@@H](O)[C@H](C)C[C@H](CC=O)[C@H](O[C@H]2O[C@H](C)[C@@H](O[C@H]3C[C@@](C)(O)[C@@H](OC(=O)CC)[C@H](C)O3)[C@H](N(C)C)[C@H]2O)[C@H]1OC | · | 0.04 | 913 | -14 | 793 | · | · | · | -0.54 | -0.77 | 0.035 | 0.034 | -0.6 | 1289 | · | · | · | · | ·
O=C1CCSc2cccc3cccc(c23)N1 | 10% | 0.43 | 1298 | · | · | 5.9 | 2.3 | 1.8 | 0.36 | -0.22 | 0.36 | -0.16 | -1.8 | 937 | i | 17 | 1 | i | 2.3
COC(=O)c1ccccc1NC(=O)Cn1nc2n(C)c3ccccc3n2c(=O)c1=O | 11% | · | · | -3 | 347 | 3.7 | 3.4 | 9.6 | -1 | -0.25 | -0.77 | 0.8 | -2.5 | 1008 | i | 50 | 1.2 | · | ·
COc1cc(C2C(C#N)=C(N)Oc3c2oc(CO)cc3=O)ccc1OC(C)C (stereo not drawn) | 9% | -1.4 | 1161 | · | · | 3.3 | 4.5 | 6.8 | 1.6 | 0.19 | 1.4 | -1.1 | -3.4 | 1057 | i | 53 | 1.1 | i | 0.5
CCO/N=C(/C)c1c(O)c(C)c(-c2ccccc2)n(-c2ccccc2)c1=O | -1% | · | · | 6 | 735 | 6.1 | 2.4 | 7.7 | 0.15 | -0.12 | 0.52 | 0.071 | -1.6 | 562 | i | 47 | 1.1 | i | 1.0
Cc1nn(-c2ccccc2)c(Cl)c1C1C(C#N)=C(N)OC2=C1C(=O)CC(C)(C)C2 (stereo not drawn) | 5% | · | · | -5 | 668 | 20 | 5.8 | 54 | -0.61 | -0.11 | -0.4 | -0.27 | · | · | i | 41 | 1.2 | i | 1.2
Cc1ccc(NC(=O)NCc2ccc3c(c2)OCO3)cc1 | -6% | · | · | 4 | 788 | 1.0 | 1.5 | 6.7 | -1.1 | -0.35 | -0.35 | 1.3 | -3.8 | 1229 | i | 1 | 1.2 | i | 7.5
O=C1c2ccccc2NC(c2cccc(O)c2)N1NS(=O)(=O)c1ccccc1 (stereo not drawn) | 5% | -0.48 | 1396 | -11 | 697 | 1.8 | 2.3 | 8.0 | -0.17 | -0.35 | -0.54 | -0.35 | 1.6 | 1045 | i | 45 | 1.1 | i | 0.3
CNCc1nc2ccccc2[nH]1 | -29% | 0.49 | 1452 | 2 | 714 | 3.8 | 1.3 | 9.3 | 0.11 | -0.33 | -0.46 | 0.54 | -0.6 | 1535 | i | 48 | 1.1 | i | 0.0
Cc1ccc(-n2c(SCC(=O)N3CCOCC3)nnc2-c2cccnc2)cc1 | 7% | 0.79 | 1173 | · | · | 0.5 | 1.6 | 1.1 | 0.35 | 0.14 | 0.2 | -0.25 | -0.1 | 1396 | i | 39 | 1.2 | i | 1.2
CCOC(=O)N1CCN(CC(=O)Nc2sccc2C#N)CC1 | -11% | -0.64 | 1267 | -10 | 674 | 2.5 | 2.7 | 11 | 0.68 | 0.12 | 0.33 | 0.2 | -2.7 | 1080 | i | 36 | 1.2 | i | 1.0
COc1ccccc1N1C(=O)C(Cl)=C(Nc2ccccc2O)C1=O | 1% | 0.71 | 1255 | -23 | 696 | 3.1 | 1.9 | 5.8 | -2.3 | 5.2 | -0.83 | 0.89 | -0.2 | 1087 | · | · | 0.9 | i | 1.0
O=C(NCCC1=CCCCC1)C1CCN(S(=O)(=O)c2cccc3cccnc23)CC1 | 10% | 0.26 | 2007 | -14 | 725 | 9.0 | 1.4 | 6.2 | -0.68 | -0.18 | -0.31 | -0.11 | -3.1 | 1237 | i | 37 | 1.1 | i | 2.8
CCCOc1ccc(Oc2cc(C)nc(SC)n2)nn1 | -2% | 2.7 | 1750 | · | · | 3.6 | 1.7 | 8.9 | 3.4 | -0.15 | 2.1 | -1.1 | -1.3 | 1362 | i | 62 | 1 | i | 0.6
O=C(CCN1C(=O)/C(=C/c2ccccc2)SC1=S)NNC(=O)c1cccnc1 | 7% | -0.44 | 1250 | 0 | 595 | 1.9 | 4.5 | 8.5 | 0.37 | -0.34 | -0.05 | 0.79 | -0.3 | 898 | i | 29 | 1.6 | i | 0.5
CC(=O)N[C@@H](Cc1c[nH]c2ccccc12)C(=O)OCC(=O)NCc1ccc2c(c1)OCO2 | -4% | 0.02 | 1277 | 13 | 671 | 1.9 | 1.9 | 2.6 | 0.27 | -0.13 | 0.081 | 0.011 | 3.2 | 970 | i | 57 | 1.1 | i | 0.4
CCOC(=O)C1=C(C)Nc2[nH]c(=O)[nH]c(=O)c2C1c1cccs1 (stereo not drawn) | -9% | -0.1 | 1323 | 0 | 714 | 3.6 | 1.7 | 7.3 | 0.49 | -0.28 | 1.1 | 0.023 | 0.5 | 515 | i | 43 | 1 | i | 1.3
O=C(O)c1csc(Br)c1Br | -11% | -0.02 | 842 | · | · | 3.6 | 2.0 | 10 | 0.26 | -0.32 | 0.5 | -0.35 | -0.6 | 1175 | i | 36 | 1.1 | i | 0.5
C=CCn1c(O)c(N=NC(=S)Nc2ccccc2F)c2ccccc21 | 2% | -2.4 | 1045 | 2 | 685 | 4.1 | 4.2 | 5.4 | 0.66 | -0.26 | 0.7 | 0.26 | 0.0 | 1175 | i | 25 | 1 | i | 0.3
C/C(=N\NS(=O)(=O)c1ccc(Br)cc1)c1cccs1 | 0% | -0.16 | 999 | · | · | 2.5 | 1.3 | 8.0 | -0.9 | -0.24 | -0.21 | 1.1 | · | · | i | 29 | 1 | i | 1.3
S=C(NCc1ccco1)N1CCOCC1 | 10% | -0.62 | 1574 | -8 | 667 | 3.1 | 0.8 | 0.2 | 0.036 | -0.3 | 0.51 | 0.22 | -0.2 | 971 | i | 6 | 1.1 | i | 0.2
COc1cc(/C=N/NC(=O)Cc2nnc(N)s2)cc(OC)c1OC | · | 0.42 | 1043 | 3 | 695 | · | · | · | -0.59 | 0.033 | 0.14 | -0.54 | 0.1 | 1312 | i | 29 | · | i | 0.6
Cc1cc([N+](=O)[O-])ccc1NC(=S)NC(=O)C(c1ccccc1)c1ccccc1 | 6% | -1.3 | 867 | · | · | 0.7 | 1.2 | 7.6 | -0.0026 | -0.17 | 0.071 | 0.53 | · | · | i | 55 | 0.9 | i | 0.4
Cn1c2ccccc2c2c(C(=O)N3CCN(c4ccccn4)CC3)cn(C3CCCC3)c(=O)c21 | 3% | -2.1 | 1006 | -11 | 750 | 1.1 | 1.3 | 9.2 | -0.44 | -0.27 | 0.062 | 0.29 | · | · | i | 35 | 1.1 | i | 0.7
C/C(=N\Nc1ccc(Cl)c(C(=O)O)c1)c1cccs1 | · | 1.4 | 1193 | 12 | 783 | · | · | · | -0.81 | -0.051 | -0.41 | 0.55 | -0.3 | 1548 | i | 28 | · | i | 0.0
O=C(CN1C(=O)CCC1=O)Nc1cccc(NC(=O)CN2C(=O)CCC2=O)c1 | -5% | 0.05 | 1265 | 18 | 701 | 4.5 | 1.8 | 9.6 | 0.008 | -0.3 | 0.46 | -0.17 | -1.2 | 1024 | i | 19 | 1 | i | 0.1
Clc1ccc(-c2cc(COc3ccccc3)no2)cc1Cl | 3% | -0.72 | 1641 | · | · | 3.4 | 2.3 | 9.0 | -0.48 | -0.2 | 0.44 | 0.26 | -2.2 | 1396 | i | 45 | 1.1 | i | 1.6

Source: PubChem (several laboratories)
